Screens deposited in PubChem by several laboratories.
ADAM10 inh – human ADAM10 inhibitors, primary screen, biochemical, QFRET, HTS; 370,000 compounds, 0.62% hits; Disintegrin and metalloproteinase domain-containing protein 10 (Homo sapiens), O14672; inhibition, % at 7 µM; AID 720582, 2013; recombinant ADAM10, EDANS/DABCYL FRET peptide cleavage, 3 h;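 active means inhibition above a per-campaign cutoff equal to the mean of compounds falling between control-based bounds plus 3 SD, cut at about 20% in these data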;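 further: 0% = DMSO wells while the 100% control is not disclosed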
rCAG RNA binder – binders of r(CAG) RNA repeats, primary screen, biochemical, fluorescence | r(CAG) RNA repeat, TO-PRO-1 dye displacement fluorescence | AID 651821, 2012 | inhibition, % at 3 µM | 370,000 compounds, 1.3% hits;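 active means inhibition above the plate cutoff, the mean of all test compounds on that plate plus 3 SD, cut at about 35% in these data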;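 further: 0% = DMSO alone and 100% = 100 µM mitoxantrone as full dye displacement; higher means more dye released from RNA so lower well fluorescence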
GC-A act – GC-A stimulated cGMP production enhancers – HEK293 GC-A cells, cGMP TR-FRET, EC30 ANP, primary screen; 370,000 compounds, 0.14% hits; 0% at EC30 ANP, 100% saturating ANP; AID 1671463, 2021; Atrial natriuretic peptide receptor 1 (Homo sapiens), P16066; activation, % at 10 µM; in the data active means activation above about 40%
Target sequence (P16066 whole entry, looked up): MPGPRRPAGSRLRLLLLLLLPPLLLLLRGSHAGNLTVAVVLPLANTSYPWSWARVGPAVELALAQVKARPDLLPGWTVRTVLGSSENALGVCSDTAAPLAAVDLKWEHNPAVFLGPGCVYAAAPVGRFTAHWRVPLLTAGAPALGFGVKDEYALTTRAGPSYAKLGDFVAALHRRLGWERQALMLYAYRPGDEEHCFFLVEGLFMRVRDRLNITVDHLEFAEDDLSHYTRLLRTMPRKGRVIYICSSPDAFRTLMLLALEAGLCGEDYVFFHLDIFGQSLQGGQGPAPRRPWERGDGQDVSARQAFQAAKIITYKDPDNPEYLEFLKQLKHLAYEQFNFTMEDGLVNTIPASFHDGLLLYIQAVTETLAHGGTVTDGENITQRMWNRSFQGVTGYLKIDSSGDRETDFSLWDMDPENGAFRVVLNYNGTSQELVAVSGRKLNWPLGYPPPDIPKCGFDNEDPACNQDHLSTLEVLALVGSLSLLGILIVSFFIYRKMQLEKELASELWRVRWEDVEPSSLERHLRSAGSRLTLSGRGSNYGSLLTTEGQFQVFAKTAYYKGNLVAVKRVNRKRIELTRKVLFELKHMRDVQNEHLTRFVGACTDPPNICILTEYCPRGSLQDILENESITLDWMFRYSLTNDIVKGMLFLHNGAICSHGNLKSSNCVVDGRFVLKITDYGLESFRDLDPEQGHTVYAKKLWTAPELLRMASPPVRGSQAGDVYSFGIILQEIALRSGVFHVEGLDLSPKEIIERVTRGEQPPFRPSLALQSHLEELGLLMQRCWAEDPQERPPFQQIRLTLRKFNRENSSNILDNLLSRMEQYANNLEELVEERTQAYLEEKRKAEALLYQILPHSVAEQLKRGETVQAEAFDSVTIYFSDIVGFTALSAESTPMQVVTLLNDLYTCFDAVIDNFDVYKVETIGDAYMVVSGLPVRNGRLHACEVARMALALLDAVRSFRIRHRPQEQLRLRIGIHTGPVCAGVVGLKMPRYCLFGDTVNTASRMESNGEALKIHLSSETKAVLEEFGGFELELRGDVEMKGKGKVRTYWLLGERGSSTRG
GC-B act – human GC-B receptor activators, primary screen, HEK293 GC-B cells, cGMP TR-FRET, EC30 CNP. 0% at EC30 CNP, 100% saturating CNP. activation, % at 10 µM. 370,000 compounds, 0.11% hits. AID 1920062, 2024;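 active means activation at 10 µM reaching about 35% in either raw or pattern-adjusted values, limit read from the data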
HGIII-sPLA2 inh – human group III sPLA2 inhibitors, primary screen, biochemical, QFRET, BODIPY PC-A2 liposome substrate. Group 3 secretory phospholipase A2 (Homo sapiens), Q9NZ20. inhibition, % at 12.2 µM. 370,000 compounds, 0.56% hits. QFRET BODIPY PC-A2 liposome hydrolysis, fluorescence;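 active means inhibition above mean plus 3 SD of compounds lying within the high and low control bounds, cut at about 19% in these data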;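 further: 0% = median of test compound wells and 100% = no enzyme DMSO wells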
DDE Tn6 FP inh – inhibitors of Tn6 peptide binding to fibrin DD(E), primary screen, biochemical, fluorescence polarization, human fibrin, Tn6 probe; Fibrinogen beta chain (Homo sapiens), P02675; Fibrin DD(E) TRITC-Tn6 fluorescence polarization displacement; inhibition, % at 8.3 µM; 370,000 compounds, 0.21% hits; AID 720509, 2013;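 active means inhibition above a per-campaign cutoff: mean of compounds within control limits plus 3 SD, cut at about 15% in these data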;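 further: 0% = median of all compound wells on the plate and 100% = blocking peptide control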
KLK7 zymogen act – proKLK7 zymogen activators, primary screen, biochemical, fluorescence intensity | purified proKLK7, EDANS-DABCYL substrate fluorescence; 100% is mature enzyme control, 0% vehicle | 370,000 compounds, 0.9% hits | AID 652039, 2013 | Kallikrein-7 (Homo sapiens), P49862 | activation, % at 7 µM;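 active means activation above the mean of all tested compounds plus 3 SD, computed per campaign excluding outliers beyond control limits, cut at about 13% in these data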
ARFGAP1 inh – inhibitors of rat ARFGAP1 GAP activity, primary screen, biochemical, fluorescence polarization, GDP tracer | inhibition, % at 16.5 µM | 360,000 compounds, 0.26% hits | Arfgap1-stimulated ARF1 GTP hydrolysis, GDP FP detection | ADP-ribosylation factor GTPase-activating protein 1 (Rattus norvegicus), Q62848;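 active means inhibition above a per-plate limit, mean inhibition of low control wells plus 3 SD, cut at about 25% in these data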;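 further: 0% = DMSO wells with enzyme and 100% = wells lacking Arfgap1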
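Assay system: Rat Arfgap1 GAP domain (His6, aa 1-136), purified enzyme | Buffer or medium: HEPES 25 mM pH 7.5, NaCl 150 mM, MgCl2, DTT | Schedule: GTP hydrolysis reaction 2 h at 25 °C | Signal: FP of antibody-bound GDP Alexa 633 tracer, ex 620/em 688 nm | Measure: Percent inhibition of Arfgap1-stimulated GTP hydrolysis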
ASAP1 GAP inh – inhibitors of human ASAP1 ArfGAP activity, primary screen, biochemical, fluorescence polarization. Arf-GAP with SH3 domain, ANK repeat and PH domain-containing protein 1 (Homo sapiens), …. ASAP1-stimulated ARF1 GTP hydrolysis, GDP FP detection. inhibition, % at 16.5 µM. 360,000 compounds, 0.19% hits. AID 624377, 2012; in the data active means inhibition above about 25%;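 further: 0% = vehicle with enzyme and substrate and 100% = no enzyme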
GAA850 FXN act – FXN promoter activators, primary screen, cell-based, luciferase luminescence, HEK293 lucGAA850; activation, % at 6 µM; AID 540364, 2011; HEK293 lucGAA850 FXN promoter luciferase reporter, 24 h; percent of 10 µM SAHA response; 360,000 compounds, 0.56% hits;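 active means activation above the average of all compounds screened plus 3 SD, cutoff fixed separately per campaign, cut at about 7.5% in these data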;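 further: 0% = DMSO wells and 100% = 10 µM SAHA wells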
* marks the source's active call; other numbers are inactive results; i = inactive; x = no result given; & = joins results of further samples.

SMILES | ADAM10 inh | rCAG RNA binder | GC-A act | GC-B act | HGIII-sPLA2 inh | DDE Tn6 FP inh | KLK7 zymogen act | ARFGAP1 inh | ASAP1 GAP inh | GAA850 FXN act
O=C(Cc1ccccc1[N+](=O)[O-])OCC(=O)c1c[nH]c2ccccc12 | -1 | 8 | 2 | -3 | 1 | -5 | -0.4 | 10 | -2 | 2.1
COc1cc2c(cc1OC)[C@@H](NC(=O)CCc1ccccc1)[C@H](OCc1ccccc1)C2 | -5 | 0 | -4 | -4 | -6 | 0 | 0.0 | -1 | 4 | -0.5
Nc1ncc(-c2ccc([N+](=O)[O-])cc2)cn1 | 0 | -1 | 0 | 1 | 10 | 3 | 0.3 | 3 | -2 | 5.8
CCCC(=O)Nc1ccc(N2CCOCC2)cc1 | -5 | -2 | 1 | 3 | 1 | 0 | 0.4 | -5 | -13 | -1.1
CN(C(=S)Nc1ccc(SC(F)F)cc1)c1ccc(O)cc1 | 4 | 14 | -3 | 4 | -8 | 2 | -1.0 | 7 | -3 | 4.7
Cc1cccc(C(=O)Nc2ccc(S(=O)(=O)Nc3nc(C)cc(C)n3)cc2)c1 | -3 | 10 | -8 | -10 | -6 | 1 | -0.6 | -6 | -5 | 0.6
O=C(Cn1c(=O)[nH]c2sc3c(c2c1=O)CCCC3)NCC1CCCO1 (stereo not given) | -25 | 4 | 0 | 6 | 13 | 10 | -0.7 | -1 | 5 | 1.5
Nc1ccc(C(=O)c2cccs2)cn1 | 1 | -2 | 3 | -7 | 5 | 2 | 0.5 | -4 | -10 | 0.7
CCN(CC(=O)NCc1ccc(Cl)cc1)C(=O)CCC(=O)c1ccc(F)cc1 | -7 | -4 | -3 | 0 | 2 | -2 | 0.0 | 5 | 0 | -1.6
CCN(CC(=O)Nc1ccc(OC)cc1)C(=O)CSCc1ccc(C)cc1 | -3 | 0 | -3 | -4 | -2 | 0 | 0.5 | 1 | 12 | -0.7
CCNc1nc(-c2sc(NC(=O)C(C)(C)C)nc2C)c(-n2cc(-c3ccccc3)nn2)s1 | -12 | 7 | -1 | 1 | -9 | -1 | -1.4 | 32* | 10 | x
C/C(N)=C(/C#N)C(=O)COC(=O)C1Cc2ccccc2CN1S(C)(=O)=O (stereo not given) | -7&-5 | 4&4 | 2&0 | 0&-4 | -4&4 | -1&-5 | 0.0&0.0 | 2&-9 | -11&-3 | 1.8&-1.2
CCc1cc(=O)oc2c(C)c(OC(C)C(=O)NCCCn3ccnc3)ccc12 (stereo not given) | -50 | -4 | -2 | 1 | 4 | 5 | -0.3 | -7 | -11 | -2.2
CC(=O)Nc1cccc(NC(=O)CSc2nc(=O)n(CCN3CCOCC3)c3c2CCC3)c1 | -7 | -4 | 0 | -3 | 4 | 4 | 0.4 | 11 | -7 | 2.0
COc1ccc(C2Nc3cc(OC)ccc3-n3cccc32)cc1 (stereo not given) | -315 | 3 | 3 | -10 | -6 | 0 | -56 | 3 | 3 | 2.9
O=C(CCC(=O)c1ccc(Cl)s1)Nc1ncccc1O | -38 | 7 | 0 | 3 | 2 | 6 | 1.1 | 3 | 0 | 1.2
CC(OC(=O)c1ccc(F)c(S(=O)(=O)N2CCOCC2)c1)C(=O)NC1CCCC1 (stereo not given) | 3 | -2 | 0 | 0 | 1 | 3 | 0.5 | 5 | -8 | 0.0
CCOC(=O)Nc1ccc2nc(Sc3ccc(Cl)cc3)sc2c1 | 12 | 4 | -6 | -3 | -8 | -1 | -1.2 | 5 | -3 | -3.9
O=C(NC(=S)Nc1ccc(N2CCOCC2)cc1)c1cccc(Cl)c1 | 3 | -3 | 2 | -9 | 2 | 3 | 0.2 | -1 | -10 | 2.0
CCC(=O)c1ccc(N2CCN(C(=O)c3cccc(F)c3)CC2)c(F)c1 | 1 | -9 | -1 | 1 | -4 | -4 | 0.0 | -2 | -12 | -0.3
O=C(C1CCCN(S(=O)(=O)c2ccccc2)C1)N1CCCCC1 (stereo not given) | -7 | -6 | 4 | 0 | -2 | 9 | 0.1 | 1 | -3 | 1.9
COc1ccc(-c2nnn(CC(=O)N(CCO)C(C(=O)NC3CCCC3)c3ccc(F)cc3)n2)cc1 (stereo not given) | 0 | 1 | 2 | -3 | -8 | 1 | 0.0 | -10 | 3 | -3.3
Cc1cccc(NC(=S)N2CCN(Cc3ccc4c(c3)OCO4)CC2)c1C | 8 | -6 | -2 | 2 | 8 | -1 | 0.2 | -1 | -4 | -0.1
CCOc1ccccc1NC(=O)COc1ccc(S(=O)(=O)N2CCCC2)cc1 | 1 | -4 | -5 | -4 | -7 | 9 | -0.2 | -1 | -5 | 1.4
Cc1ccc(C(=O)NCCc2csc(-c3cccnc3)n2)cc1 | -9 | 3 | -2 | -3 | 3 | -1 | -0.4 | 1 | -10 | 20*
Oc1cnc2ccccc2c1CN1CCOCC1 | -222 | -2 | 2 | 1 | 8 | 10 | 15* | -11 | -1 | 0.3
COc1cc(C(=O)Nc2oc(-c3ccccc3)c(-c3ccccc3)c2C#N)cc(OC)c1OC | -1 | 6 | 19 | 11 | -7 | 5 | -0.4 | -2 | -4 | -2.6
O=C(Nc1cccc2c1CCCC2)c1cc([N+](=O)[O-])cc([N+](=O)[O-])c1 | -6 | 0 | -2 | -7 | 3 | -1 | 1.0 | 3 | 9 | -3.5
Cc1cc(NC(=O)CSCC(=O)N(c2cccc(Cl)c2)C(C(=O)NC2CCCCC2)c2ccc(O)c(O)c2)no1 (stereo not given) | 8 | 2 | -2 | -7 | -27 | 6 | 0.1 | -2 | -6 | 1.3
CC#CC(=O)N1CCC(n2nccc2NC(=O)c2ccc3c(c2)OCO3)CC1 | -8 | -2 | -2 | 0 | 0 | -11 | 0.0 | 4 | 0 | 7.3
Cc1cc(=O)[nH]c2ccc(S(=O)(=O)NCc3ccccc3)cc12 | -4 | 3 | 1 | 4 | 2 | 4 | -0.7 | -1 | 16 | 1.9
CC(C)NC(=O)NC(=O)COC(=O)c1ccc(NC(=O)CC#N)cc1 | -4 | 7 | 0 | -1 | -27 | 4 | 0.6 | 0 | 7 | 1.2
O=C1C(c2cc(=O)c3ccccc3[nH]2)=C(O)c2ccccc21 | 5 | 63* | 11 | -10 | -11 | -11 | 0.0 | -14 | 13 | 4.4
CC(=O)Nc1ccc(NCCc2cccs2)cc1 | -6 | 2 | 0 | -5 | 11 | 3 | 0.2 | 5 | 1 | x
C/C(=N/NC(=O)c1sc(NS(=O)(=O)c2ccccc2)nc1C)c1ccc(F)cc1 | 3 | 84* | -6 | -1 | -11 | 4 | 0.8 | 8 | -5 | 3.2
CC1CN(CCCCN2C(=O)c3ccccc3C2=O)CC(C)O1 (stereo not given) | -4 | -6 | -3 | 2 | -2 | -4 | 0.0 | -1 | 1 | -0.1

Entries of single compounds as entered above. Screens in order: ADAM10 inh	rCAG RNA binder	GC-A act	GC-B act	HGIII-sPLA2 inh	DDE Tn6 FP inh	KLK7 zymogen act	ARFGAP1 inh	ASAP1 GAP inh	GAA850 FXN act
O=C1C(c2cc(=O)c3ccccc3[nH]2)=C(O)c2ccccc21 is entered as 5	63*	11	-10	-11	-11	0.0	-14	13	4.4
COc1cc(C(=O)Nc2oc(-c3ccccc3)c(-c3ccccc3)c2C#N)cc(OC)c1OC is entered as -1	6	19	11	-7	5	-0.4	-2	-4	-2.6
CC#CC(=O)N1CCC(n2nccc2NC(=O)c2ccc3c(c2)OCO3)CC1 is entered as -8	-2	-2	0	0	-11	0.0	4	0	7.3
Cc1cc(NC(=O)CSCC(=O)N(c2cccc(Cl)c2)C(C(=O)NC2CCCCC2)c2ccc(O)c(O)c2)no1 (stereo not given) is entered as 8	2	-2	-7	-27	6	0.1	-2	-6	1.3

Following part.
SMILES | ADAM10 inh | rCAG RNA binder | GC-A act | GC-B act | HGIII-sPLA2 inh | DDE Tn6 FP inh | KLK7 zymogen act | ARFGAP1 inh | ASAP1 GAP inh | GAA850 FXN act
Cc1c(Cl)cccc1NC(=O)CCCN1C(=O)CCC1=O | 3 | 1 | -3 | -1 | -1 | -3 | -0.1 | 0 | 4 | -0.2
CCOC(=O)N1CCC(c2cc(=O)n(-c3ccccc3)[nH]2)CC1 | 2 | 17 | 1 | -2 | -6 | 4 | -0.2 | 2 | 6 | 2.0
N#CCc1nnc2n1-c1ccccc1CCC2 | 1 | 0 | 1 | 0 | -5 | 0 | 0.9 | 5 | 5 | -0.1
CC(=O)NN1C(=O)c2ccccc2NC1c1ccccn1 (stereo not given) | i | 5 | 0 | 4 | 2 | -5 | -24 | -2 | 5 | -0.8
CCOC(=O)C(=O)Nc1ccc2c(c1)OCO2 | -5 | 1 | 1 | 5 | -5 | 7 | 0.1 | -21 | -23 | -0.9
O=C(N[C@H](Cc1ccccc1)C(=O)NCc1ccc(OC(F)(F)F)cc1)[C@H]1O[C@@H](n2ccc(=O)[nH]c2=O)[C@H](O)[C@@H]1O | -5 | -2 | 5 | 4 | 6 | 7 | 1.0 | -8 | 8 | x
Cc1ccc(S(=O)(=O)NCC(=O)OC(C)C(=O)Nc2ncc(Cl)cc2Cl)cc1 (stereo not given) | -16 | -2 | -5 | 5 | -3 | 3 | -0.4 | 3 | -12 | 0.9
Cc1ccccc1-c1nc2cc(Cl)ccc2c(=O)o1 | -4 | 5 | -6 | -5 | -7 | 0 | -0.2 | 4 | 2 | 2.1
CN1C(C(=O)NCCc2cccs2)CC2Cn3c(nc4cc5ccccc5cc43)C21 (stereo not given) | -30 | -3 | -2 | -1 | -1 | -6 | 0.6 | 0 | 0 | -0.7
CC(C)(C)c1ccc(-c2nc(C#N)c(NCc3ccncc3)o2)cc1 | -182 | 12 | -3 | -4 | -13 | -1 | -8.4 | -1 | -7 | 0.9
CC1(C)Oc2ccc(C(=O)N3CCCC3)cc2NC1=O | 2 | 1 | 3 | 3 | 2 | 1 | -0.4 | x | x | x
Cc1noc(C)c1COc1ccc(C(=O)OCC(=O)c2ccc3c(c2)OCCO3)cc1 | -9 | 7 | 6 | 3 | 6 | -6 | -0.9 | 0 | -5 | -1.4
COc1ccc(-c2cc(C(=O)N3CCN(c4ccccc4OC)CC3)no2)cc1 | -14 | -2 | 1 | -6 | 7 | 0 | -0.1 | 8 | -9 | -0.4
CCOC(=O)N1CCN(C(=O)C2CCC(CNS(=O)(=O)c3ccc(Cl)cc3)CC2)CC1 (stereo not given) | -2 | 1 | 4 | -1 | 1 | -7 | -0.3 | -2 | 3 | 1.6
